# Source: PubChem BioAssay (National Center for Advancing Translational Sciences (NCATS))
# PTHR1 agonist: PTHR1 (human) receptor agonism. Q03431. HEK293 GP2 PTHR1 cells, GloSensor cAMP luminescence, 1 h. Potency, µM (series often up to 115 µM), for inactives: at the highest dose activation, actives largely listed as activators. 0.075% of 410,000 active; note: potency is the fitted concentration of half-maximal effect; nearly all actives have a fitted effect of over 55% in size; some results filed as inactive show a strong effect at the top dose; inactives centre near -15; many of its hits are not listed in these tables
#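 HEK-293-derived GP2 cells expressing PTHR1 and a GloSensor cAMP reporter, 3,000/well, plated overnight, given luciferin plus IBMX (each 0.5 mM as added) for 1 h at 37 °C, then compound for 1 h at 37 °C. Luminescence was read after 15 min at room temperature.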
# PLK1 PBD inh: inhibitors of human PLK1 polo-box domain binding; Potency, µM, for inactives: max response, negative = inhibition, hits mostly inhibitors; Plk1 PBD binding of FITC phosphopeptide, fluorescence polarization; AID 720504; 2.8% of 360,000 active; note: potency is the fitted concentration of half-maximal effect; series mostly up to about 57 µM; % is set by controls: 0 for no effect and ±100 for the full control effect; nearly all actives have a fitted effect of over 65% in size
# PI5P4Ka inh: PI5P4K alpha (human) kinase inhibition. P48426. 1.2% of 330,000 active. max response, %. PI5P4Kalpha enzyme, ADP-Glo luminescence, 60 min; stronger effect = lower value; active = max response of -50% or lower; inconclusive = between -30% and -50%; inactive = -30% or higher; note: value at the top dose of about 77 µM; % is set by controls: 0 for no effect and ±100 for the full control effect
# Target sequence (P48426 whole entry, looked up): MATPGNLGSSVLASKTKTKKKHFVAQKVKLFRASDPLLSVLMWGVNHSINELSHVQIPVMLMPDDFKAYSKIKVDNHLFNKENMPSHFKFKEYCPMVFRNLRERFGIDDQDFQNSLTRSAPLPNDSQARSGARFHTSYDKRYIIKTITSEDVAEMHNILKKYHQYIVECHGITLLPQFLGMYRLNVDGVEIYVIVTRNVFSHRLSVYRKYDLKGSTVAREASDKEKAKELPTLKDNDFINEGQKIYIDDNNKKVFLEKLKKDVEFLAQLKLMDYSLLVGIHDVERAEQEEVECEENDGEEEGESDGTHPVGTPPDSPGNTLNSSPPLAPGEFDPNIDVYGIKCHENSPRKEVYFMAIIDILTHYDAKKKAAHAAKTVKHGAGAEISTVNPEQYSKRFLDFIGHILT
#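 Quantitative HTS of the MLSMR library against PI5P4Kalpha with substrate. ATP added last at 5 microM final; room temperature, 60 minutes. Remaining ATP depleted, ADP converted and read as luminescence.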
# EPAC1 ag: EPAC1 (human) agonism; Potency, µM (highest dose often 154 µM), without a hit: at the highest dose activation, usual class: activators; AID 720707; O95398; EPAC1 agonist qHTS, biochemical assay; response scale: 100% = response to 6.5 mM cAMP; 0.073% of 360,000 active; note: potency is the fitted concentration of half-maximal effect; nearly all actives have a fitted effect of over 60% in size
#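 Nucleotide exchange by EPAC1 (100 nM) on Rap1B–BODIPY-GDP (250 nM) in the presence of 50 uM GDP is tracked fluorescently at 480/540 nm over 30 min. Signals are normalized to a 6.5 mM cAMP control.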
# HEK293 tox: cytotoxic in the GLP-1 receptor inverse agonist counter-screen | AID 624418 | HEK293 cAMP-luciferase reporter cells, luminescence, 24 h | Potency, µM (top dose mostly 38.3 µM), for inactives: top-dose activity change, negative = inhibition, actives largely listed as inhibitors | 0.13% of 410,000 active;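 note: loss of luciferase light is scored as toxicity; potency is the fitted concentration of half-maximal effect; % is set by controls: 0 for no effect and ±100 for the full control effect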
#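 Compound-treated cells are incubated 24 hr at 37 deg C under 5% CO2 after a 12 hour attachment period, then luciferase detection reagent is added and luminescence is measured following 12 min at room temperature; lowered signal indicates toxicity.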
# GLP1R ag: GLP-1 receptor (human) agonism. P43220. HEK293 GLP-1R CRE-luciferase, luminescence, 4-6 h; cells express a hypersensitive GLP-1R form. Potency, µM (highest dose often 45.6 µM), without a hit: at the top dose activation, most hits filed as activators. 0.007% of 380,000 active; note: potency is the fitted concentration of half-maximal effect; % of control where 0% means no effect
# Target sequence (P43220 whole entry, looked up): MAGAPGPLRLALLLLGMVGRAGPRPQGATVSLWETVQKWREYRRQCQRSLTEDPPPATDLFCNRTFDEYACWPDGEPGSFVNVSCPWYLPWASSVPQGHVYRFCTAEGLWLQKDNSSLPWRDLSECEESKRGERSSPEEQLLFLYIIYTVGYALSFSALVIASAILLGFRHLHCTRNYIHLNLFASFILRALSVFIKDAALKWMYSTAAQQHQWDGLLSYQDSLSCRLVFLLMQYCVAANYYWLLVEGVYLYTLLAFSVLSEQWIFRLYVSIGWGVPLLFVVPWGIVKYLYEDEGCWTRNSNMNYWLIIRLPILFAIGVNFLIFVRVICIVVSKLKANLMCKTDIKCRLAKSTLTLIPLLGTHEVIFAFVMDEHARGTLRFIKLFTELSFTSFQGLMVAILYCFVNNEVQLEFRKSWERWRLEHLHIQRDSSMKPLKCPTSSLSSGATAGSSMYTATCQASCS
# GLP1R inv ag: inverse agonists of human GLP-1 receptor | 1.6% of 410,000 active | AID 624417 | Potency, µM (titrated, usually from 38.3 µM), inactives show top-dose activity change, negative = inhibition, usual class: inhibitors | P43220 | HEK293 GLP-1R CRE-luciferase, luminescence, 24 h; GLP-1R form is constitutively active; note: potency is the fitted concentration of half-maximal effect; % is set by controls: 0 for no effect and ±100 for the full control effect; nearly all actives have a fitted effect of over 55% in size
#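 Luminescence readout: a drop in cAMP-driven luciferase signal flags inverse agonism at a constitutively active GLP-1R stably expressed in HEK293. Compound exposure lasted 24 hr at 37 deg C, 5% CO2.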
# EPAC1 antagonist: EPAC1 (human) antagonism; 0.14% of 360,000 active; EPAC1 GEF assay, Rap1b-BODIPY-GDP exchange fluorescence; AID 720709; Potency, µM (doses to about 115 µM), without a hit: at the top dose activity change, negative = inhibition, usual class: inhibitors; O95398;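 note: potency is the fitted concentration of half-maximal effect; plate controls were vehicle for no effect and positive control for full effect; nearly all actives have a fitted effect of over 50% in size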
# IL-2 act: activators of IL-2 | activation, % (series mostly up to about 46 µM) | IL-2 activation reporter assay, cell-based qHTS; stimulated with anti-CD3/CD4/CD28 beads; in transgenic mouse T cells | AID 652025 | 0.065% of 360,000 active; in the data active = activation above about 50%; inconclusive = mostly about 30% to 49%; note: 0% is about no effect
#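 Readout: EGFP and DsRed signals by fluorescent plate cytometry. Unstimulated transgenic mouse T cells received compound 60 min before antibody-bead stimulation, then incubated 18 h at 37 degrees C.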
# Active calls of the source: *; i = inactive; ? = inconclusive; . = not tested or not shown; [ ] = remark or other dose. Unless noted, calls come from the whole dose curve; as a rule, active = well fitted curve in the direction sought with a large enough effect; inconclusive = small, poorly fitted or top-dose-only effect, or another doubt; inactive = no such curve, though single readings can be large; an effect the other way counts as inactive or inconclusive. These rows are one share of the data; the hit share may differ from the screen's.
SMILES,PTHR1 agonist,PLK1 PBD inh,PI5P4Ka inh,EPAC1 ag,HEK293 tox,GLP1R ag,GLP1R inv ag,EPAC1 antagonist,IL-2 act
CCC(C(=O)NC1CCCCC1)n1nc(C)c2c(C)n(-c3ccccc3)nc2c1=O (stereo not given),i,3%,3,4%,-12%,-3%,-17%,-2%,-1.3
CCCS(=O)(=O)N1CCCC(C(=O)NCCc2cccc(C)c2)C1 (stereo not given),i,1%,-7,-3%,5%,-1%,-24%,-2%,-2.4
Cc1ccc(OCCC(=O)OCC(=O)NC(=O)NCc2ccccc2)cc1,i,0%,-4,3%,15%,-1%,2%,-18%,-2.8
O=C1/C(=C/c2cccnc2)SC(=S)N1c1ccc(F)cc1,i,-11%,0,-6%,-7%,-6%,3%,8%,-3.5
Cc1cc(NC(=O)c2cc3n(n2)C(C(F)(F)F)CC(c2ccc(Cl)c(Cl)c2)N3)no1 (stereo not given),i,2%,.,0%,-42%,-6%,-4%,9%,0.2
COCC(=O)Nc1sc2c(c1C(=O)OC)C(C(=O)OC)CC2 (stereo not given),i,-7%,.,4%,-26%,-4%,5%,8%,-1.8
CC(=O)Nc1cc(NC(=O)CCCC(=O)O)ccc1Cl,i,-12%,8,0%,-7%,-6%,1%,0%,1.6
Cc1ccc(NC(=O)OCCNC(=O)c2ccncc2)cc1,i,0%,2,-1%,7%,1%,10%,-11%,-2.3
Cc1cccc(COc2ccc(/C=N/NC(=O)c3nnn(-c4nonc4N)c3CN3CCCCC3)cc2)c1,-9%,2%,2,11%,1%,1%,15%,0%,-0.1
CC(C)NC(=S)N/N=C/c1cccnc1,i,-1%,-7,1%,-2%,7%,-3%,7%,-0.1
NC(=O)c1ccc(NC(=O)CCN=C2NS(=O)(=O)c3ccccc32)cc1,i,2%,-13,-6%,0%,22%,-8%,-10%,?
O=C(Cn1cnc2c(nnn2-c2ccc(F)cc2)c1=O)NCC1CCCO1 (stereo not given),i,-3%,3,2%,-19%,-5%,7%,1%,-0.1
Cc1ccc(Nc2nc(-c3cccs3)cs2)nc1,-20%,-28%,0,1%,-22%,-5%,3.5µM*,-1%,1.2
CCOc1ccc(/C=C2/SC(=S)N(n3c(C)ccc3C)C2=O)cc1,-78%[inhibitor],-6%,7,4%,-26%,-13%,7.1µM*,0%,-1.9
O=C(CN1C(=O)NC2(CCCCC2)C1=O)Nc1cccc(S(=O)(=O)N2CCCC2)c1,i,2%,7,1%,4%,-4%,21%,7%,-5.7
COc1ccccc1CCN1C(=S)NC(C)(C)CC1(C)O (stereo not given),i,3%,-6,4%,?,3%,?,-1%,-0.5
CCN(C(=O)Cc1c(C(=O)O)n(C)c2ccccc12)c1cccc(C)c1,i,-13%,10,5%,4%,-2%,-5%,21%,0.8
COc1ccc(S(=O)(=O)N(C)C)cc1NCC(=O)Nc1ccc(Br)cc1F,-29%,-4%,3,-1%,14%,0%,-2%,-1%,-5.7
O=C(CO/N=C/c1ccccc1OC(F)F)NC1CCCCC1,-1%,-8%,1,-5%,-7%,11%,?,-14%,-0.7
Cc1c(NC(=O)c2cc(-n3cnnc3)ccc2Cl)cccc1-c1nc2ccccc2o1,-32%[inhibitor],-2%,5,-4%,3%,-5%,-3%,-2%,-0.4

# Ordered by the number under PTHR1 agonist (largest number first): three from the list above.
smiles	PTHR1 agonist
O=C(CO/N=C/c1ccccc1OC(F)F)NC1CCCCC1	-1%
Cc1ccc(Nc2nc(-c3cccs3)cs2)nc1	-20%
COc1ccc(S(=O)(=O)N(C)C)cc1NCC(=O)Nc1ccc(Br)cc1F	-29%

# Remaining list, next part:
SMILES,PTHR1 agonist,PLK1 PBD inh,PI5P4Ka inh,EPAC1 ag,HEK293 tox,GLP1R ag,GLP1R inv ag,EPAC1 antagonist,IL-2 act
C/C(=N/Nc1ccc(C(=O)O)cc1)c1ccc2c(c1)Nc1ccccc1S2,-46%[inhibitor],30µM*,-23,-4%,69%[activator],8%,?,-19%,-0.8
CCc1nnc(NS(=O)(=O)c2ccc(N/C=C\C(=O)c3ccc(C)cc3)cc2)s1,-4%[57.5 µM],?,-19,-3%,-1%,0%,10%,-3%,-0.7
N#C/C(=C/c1cc(Cl)c(O)c(Cl)c1)C(=O)N1CCCCC1,-12%,-7%,-94*,6%,-28%,-8%,2%,0%,0.3
O=C(COc1coc(CN2CCN(c3cccc(Cl)c3)CC2)cc1=O)NC1CCCC1,i,-4%,-3,1%,-3%,-8%,2%,5%,-1.6
O=S(=O)(NCc1ccccc1)c1cccc2nonc12,?,-6%,.,5%,-13%,-7%,0%,-5%,-3.1
COc1ccccc1CN1C[C@@H]2C[C@@H](C3=Cc4cc(Cl)ccc4OC3)N3CCC[C@@]23C1=O,-75%[inhibitor],-4%,-2,3%,-27%,5%,?,-6%,0.1
O=C(CCCOc1ccc(Cl)cc1Cl)Nc1ccc(O)cc1C(=O)O,-24%,4%,0,-4%,-2%,-1%,48%[activator],-15%,0.6
CC1CCCN(C(=O)c2ccc(-c3ccccc3Cl)o2)C1 (stereo not given),i,1%,19,3%,2%,27%,?,-11%,-5.0
C[C@@H](NC(=O)[C@@H]1CCCN1C(=O)[C@@H]1CCCN1)c1ccccc1,-1%,2%,4,6%,2%,1%,3%,11%,1.2
COC(=O)C1CCN(C(=O)Nc2ccc(OC)cc2)CC1,i,2%,-1,-3%,-12%,7%,1%,2%,-2.2
Cc1cccc(COC(=O)C(Cc2ccccc2)NC(N)=O)c1 (stereo not given),i,-5%,-5,5%,2%,13%,-21%,10%,0.0
COc1ccc(C(CCN2CCOCC2)c2c(OC)cc(OC)c3ccc(=O)oc23)cc1 (stereo not given),i,-2%,1,9%,?,16%,5%,1%,-0.5
CCCc1cc(=O)[nH]c(SCC(=O)N2CCCC2=O)n1,i,4%,-3,6%,-3%,-1%,12%,9%,-0.3
O=C(C1CC(=O)N(c2ccc3c(c2)OCCO3)C1)N1CCN(c2cccc(C(F)(F)F)c2)CC1 (stereo not given),-21%,-15%,-1,5%,-14%,0%,?,8%,-1.3
Cc1sc2ncnc(N3CCC(C(=O)NNC(=O)COc4ccccc4Cl)CC3)c2c1C,-37%[inhibitor],3%,7,-3%,?,-19%,?,-1%,-5.4
O=C(Nc1ccccc1C(F)(F)F)N1CCN(c2ccc3nncn3n2)CC1,i,0%,.,-3%,-49%,11%,1%,0%,0.3
COC(=O)c1nc(-c2ccc(C)cc2)oc1N(C)C,-66%[inhibitor],-18%,.,11%,3%,10%,23%,3%,-2.1
CC(=O)N1CCc2c(sc3c2c(=O)n(CCc2ccccc2)c(=O)n3Cc2ccc(F)cc2)C1,-27%,.,.,.,-9%,0%,?,.,.
CC(=O)Nc1cccc(-c2ccnc3c2CC(C(=O)NCc2ccncc2)O3)c1 (stereo not given),i,-9%,0,-12%,12%,-9%,-1%,-15%,0.6
CCOC(=O)c1nc2sc3c(c2c(=O)[nH]1)CCC(C)C3 (stereo not given),-12%,-14%,-8,-2%,13%,12%,13%,-20%,-0.7
CCOC(=O)c1cnn(CCOC(=O)c2ccc(F)cc2)c1NC(=O)c1ccc(F)cc1,i,-4%,6,0%,4%,4%,?,-22%,0.7
COc1ccc(C(=O)NC(=S)Nc2ccc3[nH]c(=O)[nH]c3c2)cc1,i,-2%,1,5%,-2%,7%,26%,12%,-0.1
Cc1cccc(Nc2nn3c(=O)c4ccccc4nc3s2)c1,-27%,-20%,-2,6%,9%,1%,0%,-6%,1.0
C[C@H](c1ccccc1)N1C[C@H](COCc2ccccc2)Oc2cc(N3CC[C@H](O)C3)ccc2S1(=O)=O,-8%,-1%,11,9%,-6%,4%,10µM*,-11%,-1.1
CC(C)(C)OC(=O)NNC(=O)NC12CC3CC(CC(C3)C1)C2,11%,-15%,6,6%,2%,-1%,-12%,13%,0.3
CCC(OC(=O)c1ccco1)C(=O)NCc1ccco1 (stereo not given),i,-1%,3,2%,-14%,-6%,4%,-8%,-1.4
CS(=O)(=O)NCC(c1cccnc1)N1CCN(c2ccccc2F)CC1 (stereo not given),i,-6%,4,6%,8%,1%,-29%,-2%,-0.3
C/C(=N/OC(=O)c1ccc(Cl)cc1Cl)c1oc(C)nc1C,i,2%,5,2%,0%,10%,16%,4%,2.9
O=C(O)c1cccc(NC(=O)c2ccc(Cl)c(S(=O)(=O)N3CCCCCC3)c2)c1,i,-9%,-24,-4%,2%,-4%,4%,-21%,1.6
COC(=O)c1cc(Br)c(=O)n(CC(C)C)c1,i,2%,7,-6%,0%,1%,0%,7%,0.0
Oc1cccc(NC(=S)N=Nc2c(O)[nH]c3ccccc23)c1,-21%,-20%,-20,-24%,?,2%,96%[activator],?,-2.9
CCN(CC(=O)Nc1ccc2c(c1)OCO2)Cc1nc2ccccc2c(=O)[nH]1,i,-3%,-6,3%,8%,25%,-11%,0%,-0.3
COc1ccc(OC)c(NC(=O)CN2c3cccc4cccc(c34)S2(=O)=O)c1,-10%,5%,-8,7%,15%,0%,30%[activator],4%,-1.3
CCC(C)(C(=O)NC1CCCC1)N(C(=O)c1ccccn1)c1ccc(C)cc1 (stereo not given),i,-8%,.,11%,2%,-12%,0%,9%,-0.2
Oc1c(CN2CCOCC2)cc(CN2CCOCC2)c(O)c1CN1CCOCC1,i,1.7µM*,-3,-1%,5%,0%,14%,7%,-0.6
Cc1cc(NC(=O)Cn2nc(C(=O)O)c3ccccc3c2=O)c([N+](=O)[O-])cc1C,i,-1%,3,-5%,-11%,0%,6%,10%,0.0
COc1ccccc1-c1ccc2c(c1)C(C)(Cc1cccc(F)c1)C(=O)N2 (stereo not given),i,-3%,22,2%,0%,9%,?,-13%,-0.4
CC1CCN(S(=O)(=O)c2ccc3c(c2)N(CC(=O)NCCCOC(C)C)C(=O)CS3)CC1,i,0%,9,-2%,-1%,-4%,-24%,15%,-3.1
CC(=O)N(c1ccccc1)c1nc(/C=C/C(=O)Nc2c(C)cc(C)cc2C)cs1,-8%,-1%,0,-17%,-12%,0%,25%,-8%,0.2
